RXFP1 ag = RXFP1 (human) receptor agonism; AID 2676; Potency, µM (titrated, usually from 57.5 µM), inactives show at the highest dose activation, actives largely listed as activators; HEK293T-RXFP1 cAMP TR-FRET, 30 min; response scale: percent of porcine relaxin response, buffer zero; 370,000 compounds, 0.3% hits; Q9HBX9; further: potency means the concentration at half of the fitted maximal effect; on the % scale 0 is the no-effect control and ±100 the full control effect; nearly all actives have a fitted effect of over 60% in size; many of its hits are not listed in these tables
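cAMP rise read by TR-FRET after 30 min, 37C compound exposure (up to 58 uM) in RXFP1-transfected HEK293 cells with Ro 20174 present. EC50 from Hill-equation fits, with 29 nM porcine relaxin as 100% and buffer as basal.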
PI4K2A inh = blocks human PI4K2A kinase activity | AID 1346378 | purified PI4K2A, ADP-Glo luminescence, 1 h; stronger effect = lower value | 420,000 compounds, 0.13% hits | activity change, negative = inhibition, % at 76.9 µM | Q9BTU6; in the data active means activity change below about -50%; inconclusive means mostly about -30% to -49%;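 further: -100% = wells without enzyme as full effect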
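Compounds are screened against recombinant PI4K2A using PI as substrate and ATP, the latter dispensed at 300 microM. Reactions run one hour at ambient temperature before ADP-Glo detection; full inhibition defined by wells lacking enzyme.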
TrxR1 substrate = is turned over as a substrate by rat TrxR1; O89049; purified TrxR1 substrate turnover, NADPH consumption readout; Potency, µM (top dose mostly 114 µM), for inactives: at the top dose activity change, negative = substrate turnover; 390,000 compounds, 0.01% hits; further: potency means the concentration at half of the fitted maximal effect; on the % scale 0 is the no-effect control and ±100 the full control effect; nearly all actives have a fitted effect of over 50% in size
Target sequence (O89049 whole entry, looked up): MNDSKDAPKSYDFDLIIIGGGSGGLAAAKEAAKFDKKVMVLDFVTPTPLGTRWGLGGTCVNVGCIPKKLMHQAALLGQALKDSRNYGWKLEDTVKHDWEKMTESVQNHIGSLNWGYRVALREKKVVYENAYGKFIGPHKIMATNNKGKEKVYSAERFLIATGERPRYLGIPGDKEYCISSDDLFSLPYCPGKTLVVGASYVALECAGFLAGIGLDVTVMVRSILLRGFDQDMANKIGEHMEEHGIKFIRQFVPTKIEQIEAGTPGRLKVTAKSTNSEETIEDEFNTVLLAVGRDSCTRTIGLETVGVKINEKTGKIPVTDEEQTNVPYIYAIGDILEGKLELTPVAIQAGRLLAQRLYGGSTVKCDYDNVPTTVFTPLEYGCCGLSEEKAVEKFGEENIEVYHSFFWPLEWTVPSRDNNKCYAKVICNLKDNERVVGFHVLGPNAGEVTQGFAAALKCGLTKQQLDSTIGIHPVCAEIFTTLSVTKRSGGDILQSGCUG
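Rat TrxR1, dispensed at 90 nM, was prereduced with 400 uM NADPH (final) for 5 min at ~22 deg C, then incubated with compound 15 min before 400 uM selenite. A first-read NADPH fluorescence drop versus no-compound background flagged substrates.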
IDH1 R132H inh = blocks human mutant IDH1 R132H enzyme; O75874; IDH1-R132H enzyme, NADPH consumption, diaphorase/resazurin fluorescence; Potency, µM (highest dose often 76.6 µM), inactives show top-dose activity change, negative = inhibition, usual class: inhibitors; 390,000 compounds, 0.093% hits; AID 602179; further: potency means the concentration at half of the fitted maximal effect; on the % scale 0 is the no-effect control and ±100 the full control effect; nearly all actives have a fitted effect of over 65% in size
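IDH1-R132H (0.5 ug/mL dispensed) in pH 7.5 Tris buffer was preincubated 30 min with compound, then given a substrate mix of 0.016 mM NADPH and 2 mM alpha-KG for 80 min at room temperature; remaining NADPH was read by diaphorase/resazurin fluorescence.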
GRP78 ERSR act = ER stress response induction in glioma | 420,000 compounds, 0.02% hits | Potency, µM, without a hit: at the top dose activation, hits mostly activators | U87-MG GRP78 promoter luciferase reporter, 16 h; further: potency means the concentration at half of the fitted maximal effect; series mostly up to about 76 µM; % of control where 0% means no effect; nearly all actives have a fitted effect of over 35% in size
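ERSR induction read as luciferase luminescence (Bright-Glo, 10 min at room temperature) in stably transfected human U87-MG glioma cells exposed to compounds for 16 h, using GRP78 as sensor.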
USP1-UAF1 inh = blocks the human USP1/UAF1 deubiquitinase complex; O94782; recombinant USP1/UAF1, Ub-Rhodamine cleavage fluorescence; Potency, µM (highest dose often 57.1 µM), for inactives: top-dose activity change, negative = inhibition, most hits filed as inhibitors; 390,000 compounds, 0.23% hits; further: potency means the concentration at half of the fitted maximal effect; on the % scale 0 is the no-effect control and ±100 the full control effect; nearly all actives have a fitted effect of over 60% in size; inactives centre near -12
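1 nM enzyme complex + cpd, 15 min RT; start with Ub-Rho 150nM final; kinetic fluorescence ex 480/em 540, 6 reads q60 s. Buffer 50mM HEPES pH 7.8, 0.5mM EDTA, 0.1 mg/ml BSA, 1mM TCEP, 0.01% Tween-20.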
LDHA block = LDHA (human) enzyme inhibition. activity change, % (values are at about 110 or 230 µM). purified LDHA, NADH/diaphorase-resazurin fluorescence; stronger effect = lower value. AID 1347041. P00338. 480,000 compounds, 0.15% hits; in the data active means activity change below about -30%; inconclusive means mostly about -25% to -30%;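 further: plate controls were DMSO wells for no effect and wells without enzyme for full effect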
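Human LDH5 (2 nM) was incubated with 0.06 mM NADH and 0.2 mM pyruvate for 5 min at room temperature in Tris pH 7.4. Remaining NADH was coupled through diaphorase/resazurin, and resorufin fluorescence was read at 0 and 20 min.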
Vif-APOBEC3F blk = Vif-A3F binding inhibition; HeLa A3F-eYFP + Vif (tagged APOBEC3F with the HIV-1 protein that degrades it), YFP fluorescence increase; 390,000 compounds, 0.2% hits; Potency, µM (top dose mostly 46.1 µM), inactives show at the highest dose activity, negative = active; further: potency means the concentration at half of the fitted maximal effect; % of control where 0% means no effect; nearly all actives have a fitted effect of over 65% in size
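Fluorescence increase (Ex 488/Em 500-530) after overnight compound treatment at 37 deg C flags inhibition of Vif-driven A3F-eYFP loss in stable HeLa A3F-eYFP/Vif cells seeded overnight beforehand.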
Vif-APOBEC3G blk = blocks the Vif interaction with human APOBEC3G; Q9HC16; HeLa A3G-eYFP + Vif (tagged APOBEC3G with the HIV-1 protein that degrades it), YFP fluorescence, overnight; Potency, µM (top dose mostly 46.1 µM), for inactives: top-dose activity, negative = active, hits mostly inhibitors; 410,000 compounds, 0.076% hits; AID 602310;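 further: potency means the concentration at half of the fitted maximal effect; on the % scale 0 is the no-effect control and ±100 the full control effect; nearly all actives have a fitted effect of over 60% in size; hits raise eYFP signal because A3G escapes Vif-driven loss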
Target sequence (Q9HC16 whole entry, looked up): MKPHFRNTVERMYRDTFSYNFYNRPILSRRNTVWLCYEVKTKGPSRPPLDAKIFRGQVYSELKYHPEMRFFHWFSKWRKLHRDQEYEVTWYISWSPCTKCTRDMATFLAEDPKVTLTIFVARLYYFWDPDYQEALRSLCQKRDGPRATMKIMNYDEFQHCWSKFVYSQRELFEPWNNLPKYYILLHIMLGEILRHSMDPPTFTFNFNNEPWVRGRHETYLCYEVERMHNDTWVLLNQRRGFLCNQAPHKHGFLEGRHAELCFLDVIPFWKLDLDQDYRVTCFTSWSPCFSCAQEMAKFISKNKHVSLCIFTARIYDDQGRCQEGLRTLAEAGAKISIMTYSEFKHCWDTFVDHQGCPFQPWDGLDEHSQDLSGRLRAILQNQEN
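Read-out is eYFP fluorescence (Ex 488/Em 500-530) from Vif-expressing HeLa A3G-eYFP cells; more signal means A3G escaped Vif-mediated degradation. Cells plated overnight, compound pinned in, incubated overnight at 37 deg C.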
Starred values were filed as active, the others as inactive; & = joins results of further samples; [ ] = remark or other dose. Unless noted, the call rests on the fitted dose curve; in most records, active means well fitted curve in the direction sought with a large enough effect; inconclusive means small, poorly fitted or top-dose-only effect, or another doubt; inactive means no such curve, though single readings can be large; an effect the other way counts as inactive or inconclusive.

How did O=C(NCC(c1cccnc1)N1CCc2ccccc21)c1ccc(F)c(F)c1 (centres undefined) do in these assays?
RXFP1 ag: 3.9%; PI4K2A inh: -3; TrxR1 substrate: -5%; IDH1 R132H inh: 2%; GRP78 ERSR act: -2%; USP1-UAF1 inh: -2%; LDHA block: 3; Vif-APOBEC3F blk: -2%; Vif-APOBEC3G blk: 0%

Results for Cc1nc2cc(-c3cccc(F)c3)nn2c(C)c1CCC(=O)NC(C)c1ccc2c(c1)OCCO2 (centres undefined) ?
RXFP1 ag: 0.6%; PI4K2A inh: 7; TrxR1 substrate: 35%[activator]; IDH1 R132H inh: -4%; GRP78 ERSR act: -9%; USP1-UAF1 inh: -13%; LDHA block: -7; Vif-APOBEC3F blk: -6%; Vif-APOBEC3G blk: -5%

Results for COC(=O)c1sc(NC(=O)CSc2nnnn2-c2ccc(C)cc2C)nc1C ?
RXFP1 ag: 0.1%; PI4K2A inh: -4; TrxR1 substrate: 13%[57.1 µM]; IDH1 R132H inh: 1%; GRP78 ERSR act: -3%; USP1-UAF1 inh: -8%; LDHA block: -2; Vif-APOBEC3F blk: 2%; Vif-APOBEC3G blk: 1%

How did CCN(c1ccccc1)S(=O)(=O)c1ccc(Cl)c(NC(=O)CN(C)C2CCN(C)CC2)c1 do in these assays?
RXFP1 ag: -0.8%; PI4K2A inh: 1; TrxR1 substrate: 8%; IDH1 R132H inh: 5%; GRP78 ERSR act: -1%; USP1-UAF1 inh: -16%; LDHA block: -25; Vif-APOBEC3F blk: -19%; Vif-APOBEC3G blk: -5%

Results for COc1cc(F)ccc1CN1CCC(n2nccc2NC(=O)C2CCOC2)CC1 (centres undefined) ?
RXFP1 ag: -3.0%; PI4K2A inh: 3; TrxR1 substrate: -2%; IDH1 R132H inh: 3%; GRP78 ERSR act: -3%; USP1-UAF1 inh: -13%; LDHA block: -7; Vif-APOBEC3F blk: 0%; Vif-APOBEC3G blk: 4%

Results for CCOC(=O)CNC(=O)c1cn(CC(C)C)c(=O)c2cc(OC)c(OC)cc12 ?
RXFP1 ag: -0.5%; PI4K2A inh: 2; TrxR1 substrate: -5%; IDH1 R132H inh: 5%; GRP78 ERSR act: -4%; USP1-UAF1 inh: -2%; LDHA block: 1; Vif-APOBEC3F blk: 1%; Vif-APOBEC3G blk: 1%

What do the screens show for `Oc1c(Br)cc(Br)cc1C=Nc1ccc2[nH]ncc2c1`?
RXFP1 ag: 8.2%; PI4K2A inh: -16; TrxR1 substrate: 26%; IDH1 R132H inh: 9%; GRP78 ERSR act: -3%; USP1-UAF1 inh: inconclusive; LDHA block: 5; Vif-APOBEC3F blk: 6%; Vif-APOBEC3G blk: -6%

Results for CCOC(=O)CSc1nc2ccsc2c(=O)[nH]1 ?
RXFP1 ag: 0.4%; PI4K2A inh: 7; TrxR1 substrate: -3%[57.1 µM]; IDH1 R132H inh: 3%; GRP78 ERSR act: -3%; USP1-UAF1 inh: -26%; LDHA block: -8; Vif-APOBEC3F blk: -6%; Vif-APOBEC3G blk: -2%

What do the screens show for `COc1ccccc1NC(=S)NNC(=S)Nc1ccc(OC(F)F)cc1`?
RXFP1 ag: -0.7%; PI4K2A inh: -8; TrxR1 substrate: 7%[57.1 µM]; IDH1 R132H inh: 23%; GRP78 ERSR act: 7%; USP1-UAF1 inh: inconclusive; LDHA block: -9; Vif-APOBEC3F blk: 13%; Vif-APOBEC3G blk: 0%

What do the screens show for `CCN(c1ccccc1)S(=O)(=O)c1ccc(OCC(F)(F)F)c(NC(=O)c2ccc(=O)[nH]c2)c1`?
PI4K2A inh: -3; TrxR1 substrate: 1%; IDH1 R132H inh: 13%; GRP78 ERSR act: -4%; USP1-UAF1 inh: -20%; LDHA block: 2; Vif-APOBEC3F blk: -3%; Vif-APOBEC3G blk: -11%

What do the screens show for `Cc1cc(C(N)=O)c2cc(Br)ccc2n1`?
RXFP1 ag: 2.9%; PI4K2A inh: 5; TrxR1 substrate: 12%[57.1 µM]; IDH1 R132H inh: -3%; GRP78 ERSR act: -5%; USP1-UAF1 inh: -15%; LDHA block: -13; Vif-APOBEC3F blk: -19%; Vif-APOBEC3G blk: 0%

What do the screens show for `O=c1[nH]cc(CN2CCOCC2)c(=O)[nH]1`?
PI4K2A inh: -3; TrxR1 substrate: 11%[57.1 µM]; IDH1 R132H inh: -4%; GRP78 ERSR act: -5%; USP1-UAF1 inh: 10%; LDHA block: -3; Vif-APOBEC3F blk: -6%; Vif-APOBEC3G blk: 4%

What do the screens show for `CC1CCC/C(=N\NC(=O)COc2ccccc2Cl)C1` (centres undefined)?
RXFP1 ag: 1.1%; PI4K2A inh: -3; TrxR1 substrate: -2%; IDH1 R132H inh: 3%; GRP78 ERSR act: 1%; USP1-UAF1 inh: -25%; LDHA block: -16; Vif-APOBEC3F blk: 0%; Vif-APOBEC3G blk: -1%

What do the screens show for `O=C(CSc1nc2c([nH]c3ccccc32)c(=O)n1-c1ccc(F)cc1)N1CCc2ccccc21`?
RXFP1 ag: 0.9%; PI4K2A inh: -6; TrxR1 substrate: 2%[57.1 µM]; IDH1 R132H inh: 6%; GRP78 ERSR act: -2%; USP1-UAF1 inh: -33%; LDHA block: -1; Vif-APOBEC3F blk: 0%; Vif-APOBEC3G blk: 1%

How did COC(=O)CC1=NN(c2nc(C)cc(C)n2)C(=O)C1 do in these assays?
RXFP1 ag: 2.1%; PI4K2A inh: -2; TrxR1 substrate: 11%[57.1 µM]; IDH1 R132H inh: 2%; GRP78 ERSR act: -4%; USP1-UAF1 inh: -12%; LDHA block: -2; Vif-APOBEC3F blk: -37%; Vif-APOBEC3G blk: 0%

Results for COc1ccc(CN2CCC(=O)N([C@H](CO)CC(C)C)CC2)cc1 ?
RXFP1 ag: 0.8%; PI4K2A inh: 1; TrxR1 substrate: 1%&-28%; IDH1 R132H inh: -7%; GRP78 ERSR act: -4%&-4%; USP1-UAF1 inh: -20%; LDHA block: 0; Vif-APOBEC3F blk: -1%; Vif-APOBEC3G blk: 1%&3%

What do the screens show for `CCOC(=O)c1cnc2c(Cl)cccc2c1NCCCN1CCOCC1`?
RXFP1 ag: 0.6%; PI4K2A inh: 0; TrxR1 substrate: -1%; IDH1 R132H inh: 6%; GRP78 ERSR act: -1%; USP1-UAF1 inh: -22%; LDHA block: -4; Vif-APOBEC3F blk: -1%; Vif-APOBEC3G blk: 0%

Results for COc1ccccc1CNC(=O)CN1C(=O)CSc2ccc(S(=O)(=O)N(C)C)cc21 ?
RXFP1 ag: 3.4%; PI4K2A inh: 1; TrxR1 substrate: -1%[57.1 µM]; IDH1 R132H inh: -15%; GRP78 ERSR act: -1%; USP1-UAF1 inh: -15%; LDHA block: 1; Vif-APOBEC3F blk: 2%; Vif-APOBEC3G blk: 4%

What do the screens show for `CN1C(=O)c2ccccc2Sc2ccc(NC(=O)COc3ccc(F)cc3)cc21`?
RXFP1 ag: -0.5%; PI4K2A inh: -3; TrxR1 substrate: -9%[57.1 µM]; IDH1 R132H inh: -8%; GRP78 ERSR act: -1%; USP1-UAF1 inh: -16%; LDHA block: -2; Vif-APOBEC3F blk: 1%; Vif-APOBEC3G blk: 3%

Results for CCN1/C(=C/c2cccc[n+]2C)Sc2ccc(OC)cc21 ?
RXFP1 ag: 0.1%; PI4K2A inh: -6; TrxR1 substrate: 6%[57.1 µM]; IDH1 R132H inh: 3%; GRP78 ERSR act: -2%; USP1-UAF1 inh: -6%; LDHA block: -11; Vif-APOBEC3F blk: 25µM*; Vif-APOBEC3G blk: inconclusive

Results for COc1ccccc1N1CCN(C(=O)c2cccc3c(=O)c(C)c(-c4ccccc4)oc23)CC1 ?
RXFP1 ag: -1.0%; PI4K2A inh: -2; TrxR1 substrate: 0%; IDH1 R132H inh: 11%; GRP78 ERSR act: -4%; USP1-UAF1 inh: -21%; LDHA block: 0; Vif-APOBEC3F blk: 5%; Vif-APOBEC3G blk: -1%

Results for CC1(C)c2ccccc2-c2nc3ccccc3cc2C1N1CCOCC1 (centres undefined) ?
PI4K2A inh: 4; TrxR1 substrate: 1%; IDH1 R132H inh: 13%; GRP78 ERSR act: -2%; USP1-UAF1 inh: -34%; LDHA block: -2; Vif-APOBEC3F blk: -6%; Vif-APOBEC3G blk: 0%

What do the screens show for `CCOC1=C2[C@@H](CN(S(=O)(=O)c3ccc(C)cc3)[C@H]2c2cccc3ccccc23)[C@H]2C(=O)N(C3CCCCC3)C(=O)[C@H]2C1`?
PI4K2A inh: -1; GRP78 ERSR act: -5%; LDHA block: -1; Vif-APOBEC3G blk: 2%

Results for Cc1cccc(NC(=O)C2C(C(=O)O)C3C=CC2C32CC2)c1C (centres undefined) ?
RXFP1 ag: -0.3%; PI4K2A inh: -7; TrxR1 substrate: -14%[57.1 µM]; IDH1 R132H inh: 5%; GRP78 ERSR act: -1%; USP1-UAF1 inh: -28%; LDHA block: 5; Vif-APOBEC3F blk: -3%; Vif-APOBEC3G blk: -2%

How did c1ccc2c(c1)CC/C2=N/Nc1nc2ccccc2[nH]1 do in these assays?
RXFP1 ag: -0.3%; PI4K2A inh: 7; TrxR1 substrate: 7%[57.1 µM]; IDH1 R132H inh: 13%; GRP78 ERSR act: inconclusive; USP1-UAF1 inh: -12%; LDHA block: -4; Vif-APOBEC3F blk: 7%; Vif-APOBEC3G blk: inconclusive

A portion of the library. The share of hits here may be higher or lower than overall.
